Compound activity as filed in PubChem.
p53null 39C kill = p53 null cell cytotoxicity, nonpermissive temperature; H1299 p53-null (neo) cells, 39C, ATPlite viability, 24 h; Potency, µM (titrated, usually from 46.1 µM), inactives show at the top dose activity, negative = cell killing, usual class: cytotoxic; 0.97% of 55,000 active;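 further: potency means the concentration at half of the fitted maximal effect; 0% = DMSO only and -100% = full killing by 100 µM tamoxifen; nearly all actives have a fitted effect of over 50% in size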
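H1299 lung cancer cells, p53-null (H1299-neo) or expressing p53 A138V (H1299-p53A138V), were plated overnight at 37C, then exposed to compounds at up to 46 uM for 24 hr at 39C. Viability was read by ATP-based luminescence.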
PTAP-TSG101 blk = blocks PTAP binding to human TSG101, validation; Q99816; Fluorescence polarization, FITC-PTAP peptide/Tsg101, 20 min; Potency, µM (titrated, usually from 115 µM), inactives show at the top dose activity change, negative = inhibition, usual class: inhibitors; 44,000 tested, under 10 active; further: potency means the concentration at half of the fitted maximal effect; 0% is about no effect
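Compounds pinned into 10 uM Tsg101 binding domain, then 50 nM FITC-PTAP peptide added in pH 7.5 HEPES buffer; FP read after 20 min, room temperature. Total S+P intensity flags fluorescent compounds; active cut-off <25 µM, efficacy <60%.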
NTMT1 inhibitor = blocks human N-terminal methyltransferase 1 activity; NTMT1 MTase-Glo SAH luminescence, purified enzyme; Potency, µM (highest dose often 114 µM), for the others: at the top dose activity change, negative = inhibition, most hits filed as inhibitors; Q9BV86; 2.5% of 59,000 active;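 further: potency means the concentration at half of the fitted maximal effect; plate controls were DMSO vehicle for no effect and no enzyme for full effect; nearly all actives have a fitted effect of over 65% in size; many of its hits are not listed in these tables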
Target sequence (Q9BV86 whole entry, looked up): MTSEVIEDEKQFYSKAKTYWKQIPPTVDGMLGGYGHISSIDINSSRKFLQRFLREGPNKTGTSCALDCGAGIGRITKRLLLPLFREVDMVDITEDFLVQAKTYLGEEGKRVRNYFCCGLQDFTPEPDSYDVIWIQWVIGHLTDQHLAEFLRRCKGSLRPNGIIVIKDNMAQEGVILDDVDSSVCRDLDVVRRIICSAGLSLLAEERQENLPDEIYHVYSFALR
GALK inhibitor = GALK (human) enzyme inhibition; 44,000 tested, under 10 active; P51570; recombinant GALK, Kinase-Glo ATP luminescence, 1 h; Potency, µM (doses to about 57.5 µM), for the others: at the top dose activity, negative = inhibition, usual class: inhibitors;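 further: plate controls were full GALK reaction for no effect and reaction lacking GALK for full effect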
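Luminescent ATP-depletion readout (Kinase-Glo Plus, 10 min) after 1 h RT reaction of 5 nM GALK, 35 uM ATP, 100 uM galactose, pH 8.0 HEPES buffer. Decreased kinase activity scored as inhibition.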
p53null 32C tox = kills p53 null cells at the permissive temperature | 0.62% of 55,000 active | Potency, µM (series often up to 46.1 µM), for the others: top-dose activity change, negative = cytotoxicity, actives largely listed as cytotoxic | H1299-neo p53 null cells, ATP luminescence, 24 h, 32C | AID 903;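 further: potency means the concentration at half of the fitted maximal effect; 0% = DMSO only and -100% = full killing by 100 µM tamoxifen; nearly all actives have a fitted effect of over 55% in size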
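Cytotoxicity: H1299-neo (no p53), 32C, 24 h treatment. Concentrations up to 46 uM. Readout cellular ATP, luminescence. Normalization to DMSO basal and tamoxifen 100 uM maximal kill.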
B2AR arrestin ag = ADRB2 beta-arrestin recruitment | P07550 | HTLA Tango cells, beta-arrestin recruitment, luciferase luminescence, 18 h | Potency, µM (top dose mostly 46.1 µM), for the others: top-dose activation, actives largely listed as activators | 44,000 tested, under 10 active | AID 1347077;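 further: potency means the concentration at half of the fitted maximal effect; 0% = DMSO and full agonism = EC100 isoproterenol or metaproterenol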
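Receptor–beta-arrestin recruitment read by tTA-responsive luciferase: compound titrations (up to 46 µM) incubated 18 h with Tango cells, then luminescent substrate 15 min at room temperature. Concentration-response fits classified by r2, efficacy and activity.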
FH mod = Identification of activators of human fumarate hydratase by quantitative high-throughput screening; Fumarate hydratase, mitochondrial (Homo sapiens), P07954; FH coupled MDH/diaphorase resazurin fluorescence, 15 min; Potency, µM (doses to about 79.9 µM), without a hit: at the highest dose activity change, negative = inhibition, usual class: inhibitors; 0.22% of 54,000 active; AID 1347055, 2019; further: potency means the concentration at half of the fitted maximal effect; on the % scale 0 is the no-effect control and ±100 the full control effect; the screen sought activators but most active calls are inhibition curves; nearly all actives have a fitted effect of over 45% in size
Target sequence (P07954 whole entry, looked up): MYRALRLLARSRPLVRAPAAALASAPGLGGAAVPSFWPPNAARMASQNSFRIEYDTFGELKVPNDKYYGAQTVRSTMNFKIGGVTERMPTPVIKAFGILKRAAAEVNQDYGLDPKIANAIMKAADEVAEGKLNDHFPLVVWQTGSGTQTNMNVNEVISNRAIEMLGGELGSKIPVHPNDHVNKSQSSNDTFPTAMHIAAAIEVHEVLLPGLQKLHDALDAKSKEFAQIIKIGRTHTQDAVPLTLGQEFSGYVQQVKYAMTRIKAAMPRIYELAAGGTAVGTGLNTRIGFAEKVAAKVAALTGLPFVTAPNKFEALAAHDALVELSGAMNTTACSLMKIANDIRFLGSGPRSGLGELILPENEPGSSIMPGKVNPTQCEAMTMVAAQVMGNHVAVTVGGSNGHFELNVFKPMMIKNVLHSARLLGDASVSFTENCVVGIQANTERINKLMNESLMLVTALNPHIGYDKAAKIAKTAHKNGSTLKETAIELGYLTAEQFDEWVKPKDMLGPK
Active calls of the source: *; ? = inconclusive; . = no result given; [ ] = another dose, or the depositor's remark. The call rests on the fitted dose curve; in most records, active means well fitted curve in the direction sought with a large enough effect; inconclusive means small, poorly fitted or top-dose-only effect, or another doubt; inactive means no such curve, though single readings can be large; an effect the other way counts as inactive or inconclusive. A portion of the library; the hit share may differ from the screen's.

Start of the data: the first four records as a preview:
SMILES | p53null 39C kill | PTAP-TSG101 blk | NTMT1 inhibitor | GALK inhibitor | p53null 32C tox | B2AR arrestin ag | FH mod
CCc1ccc(Sc2cc(C(=O)NCCCN3CCC(C)CC3)c3ccccc3n2)cc1 | 22% | 1% | -19% | -1% | 8% | -1% | -11%
CC1CCCN(CCCNC(=O)c2ccc3c(c2)N(Cc2ccccc2F)C(=O)c2ccccc2S3(=O)=O)C1 (stereo unspecified) | -27% | 2% | ? | 7% | -4% | 1% | -7%
O=C(Nc1ccccc1C(F)(F)F)c1cc(-c2ccc3c(c2)OCCO3)on1 | ? | 2% | -6% | 1% | ? | -4% | 3%
CCOc1ccccc1CNS(=O)(=O)c1ccc2c(c1)C(C)(C)C(=O)N2C | -3% | 2% | -17% | -2% | 0% | 3% | ?

Results, from the start:
SMILES | p53null 39C kill | PTAP-TSG101 blk | NTMT1 inhibitor | GALK inhibitor | p53null 32C tox | B2AR arrestin ag | FH mod
CCc1ccc(Sc2cc(C(=O)NCCCN3CCC(C)CC3)c3ccccc3n2)cc1 | 22% | 1% | -19% | -1% | 8% | -1% | -11%
CC1CCCN(CCCNC(=O)c2ccc3c(c2)N(Cc2ccccc2F)C(=O)c2ccccc2S3(=O)=O)C1 (stereo unspecified) | -27% | 2% | ? | 7% | -4% | 1% | -7%
O=C(Nc1ccccc1C(F)(F)F)c1cc(-c2ccc3c(c2)OCCO3)on1 | ? | 2% | -6% | 1% | ? | -4% | 3%
CCOc1ccccc1CNS(=O)(=O)c1ccc2c(c1)C(C)(C)C(=O)N2C | -3% | 2% | -17% | -2% | 0% | 3% | ?
Cc1ccc(C(=O)NCC(c2cccs2)S(=O)(=O)c2cccs2)cc1C (stereo unspecified) | -10% | -3% | 2% | -2% | 3% | -3% | ?
CC(C)(C)c1ccc(OCC(=O)N2CCC(c3nc4ccccc4s3)CC2)cc1 | -10% | -4% | 13% | 1% | -11% | -4% | -5%
COCc1cc(C)nc2sc3c(c12)NC(c1ccc(O)cc1)N(c1ccc(C)cc1)C3=O (stereo unspecified) | 1% | -2% | -13% | 2% | 18% | ? | ?
COc1ccc(NC(=O)CC(C)S(=O)(=O)c2cc3c(cc2C)NC(=O)CO3)cc1OC (stereo unspecified) | -4% | -7% | -1% | 3% | -1% | 0% | 2%
Cc1ccc(NC(=O)Cn2nnc(-c3nc(-c4ccncc4)no3)c2N)c(C)c1 | -13% | -1% | -3% | 1% | -1% | 0% | 7%
Cc1sc2c(c1C)c(=O)n(Cc1ccccc1)c(=O)n2Cc1ccc(F)cc1 | ? | 0% | -4% | 2% | 11% | 0% | 10%
CCc1ccc(S(=O)(=O)c2cn(C)c3cc(OC)c(OC)cc3c2=O)cc1 | -27% | 1% | -7% | -2% | 3% | 1% | 5%
O=C(CCS(=O)(=O)c1cc2c(cc1Cl)NC(=O)CO2)NCCc1ccc(Cl)cc1 | ? | 5% | 2% | 4% | 3% | 1% | -10%
COc1ccc(-n2ccn3c(CC(C)(C)CC(=O)O)nnc3c2=O)cc1 | 20% | 4% | -4% | -1% | 1% | 0% | -1%
COC(=O)c1cc2sccc2n1Cc1nc(-c2cccc(Br)c2)oc1C | -11% | -2% | 0% | 1% | -9% | 0% | -15%
CCOC(=O)c1cc(C)n(CC2CCC(C(=O)Nc3ccc(C(C)=O)cc3)CC2)c1C (stereo unspecified) | -2% | 0% | 15% | 1% | 30% | ? | -11%
Nc1c(C(=O)Nc2ccc(OC(F)(F)F)cc2)nnn1Cc1ccccc1 | -17% | 0% | 10% | 4% | 7% | 1% | -2%
COc1cc2c(=O)n(Cc3ccccc3)c(=O)n(CC(=O)Nc3cc(C(F)(F)F)ccc3Cl)c2cc1OC | 16% | 4% | 5% | 6% | -4% | 1% | -10%
CCOc1ccccc1NC(=O)CSc1nccn1-c1cccc(C)c1 | 12% | 0% | 1% | -5% | -9% | 0% | -10%
Cc1ccc(C(=O)Nc2ccc(-n3c(C)nc4ccccc4c3=O)cc2)cc1[N+](=O)[O-] | 1% | 2% | ? | 4% | -9% | -4% | -39%
COc1ccc(-c2nc(-c3cc4cc(Br)ccc4oc3=O)cs2)cc1 | 4% | 0% | 1% | -9% | -1% | -3% | -8%

Individual results from the results shown:
FH mod result of `Nc1c(C(=O)Nc2ccc(OC(F)(F)F)cc2)nnn1Cc1ccccc1` reads -2%
p53null 39C kill result of `COc1ccc(-c2nc(-c3cc4cc(Br)ccc4oc3=O)cs2)cc1` reads 4%
NTMT1 inhibitor result of `COc1ccc(NC(=O)CC(C)S(=O)(=O)c2cc3c(cc2C)NC(=O)CO3)cc1OC` (stereo unspecified) reads -1%
FH mod result of `CC1CCCN(CCCNC(=O)c2ccc3c(c2)N(Cc2ccccc2F)C(=O)c2ccccc2S3(=O)=O)C1` (stereo unspecified) reads -7%
PTAP-TSG101 blk result of `Cc1ccc(C(=O)NCC(c2cccs2)S(=O)(=O)c2cccs2)cc1C` (stereo unspecified) reads -3%
p53null 32C tox result of `CCOC(=O)c1cc(C)n(CC2CCC(C(=O)Nc3ccc(C(C)=O)cc3)CC2)c1C` (stereo unspecified) reads 30%

The list continues:
SMILES | p53null 39C kill | PTAP-TSG101 blk | NTMT1 inhibitor | GALK inhibitor | p53null 32C tox | B2AR arrestin ag | FH mod
Cc1ccc(-n2cnc3cc(C(=O)NC4CCCCCC4)ccc32)c(C)c1 | 12% | -11% | ? | ? | 78%[activator] | 3% | ?
Cc1cc(C)c(NC(=O)Cn2c(=O)n(Cc3ccc(C(=O)NCc4ccco4)cc3)c(=O)c3sccc32)c(C)c1 | 10µM* | 2% | 50µM* | 6% | ? | 0% | -6%
O=C(NCc1ccco1)c1ccc(Cn2c(SCc3ccccc3F)nc3cccnc32)cc1 | -28% | 11% | -12% | 6% | ? | 3% | -14%
O=C(CCCn1c(=O)c2ccccc2n(Cc2cccc(F)c2)c1=O)NCc1ccccc1Cl | -9% | -1% | 4% | -8% | 2% | -1% | -13%
O=C(Nc1cccc(C(=O)OCc2cc(=O)n3nc(C4CC4)sc3n2)c1)c1cccc(Cl)c1 | 12% | -2% | 6% | -1% | -2% | 0% | 0%
Cc1ccc(Cn2c(CNC(=O)c3ccc(Cl)c([N+](=O)[O-])c3)nc3cccnc32)cc1 | -4% | -16% | 17% | 0% | 3% | 0% | -16%
Nc1nonc1-c1nc2ccccc2n1CC(=O)Nc1ccccc1C(=O)O | -22% | 1% | . | 1% | 6% | 1% | .
Cc1cccc(CNC(=O)c2cnc3sc(N4CCOCC4)nn3c2=O)c1 | 10% | 0% | -4% | 2% | 7% | 2% | -5%
Cc1c(C(=O)Nc2ccc(F)c(C(F)(F)F)c2)sc2nc(-c3ccccc3)cn12 | ? | -5% | 1% | -1% | ? | -1% | 17%
CCOC(=O)C1=C(CN2CCN(CC)CC2)NC(=O)NC1c1ccc(Cl)cc1 (stereo unspecified) | 7% | -5% | -9% | -1% | 12% | -2% | -22%
COCCNC(=O)Cn1c(=O)n(CCCCCC(=O)NCc2ccc3c(c2)OCO3)c(=O)c2sccc21 | -13% | 3% | 21% | 0% | 5% | ? | 1%
COCCc1nn2c(=O)cc(COC(=O)c3ccc4c(c3)OCO4)nc2s1 | -10% | -1% | -3% | -1% | -9% | -1% | -1%
Cc1ccc(CNc2ccc(-c3nc(-c4ccco4)no3)cc2[N+](=O)[O-])cc1 | 6% | 1% | 20% | 3% | 1% | -3% | -2%
COc1ccc2cc(CNc3ccc(C)cc3)c(=O)n(CC(=O)Nc3cccc(C(F)(F)F)c3)c2c1 | -5% | 1% | -15% | 0% | 0% | -1% | -8%
COc1cccc(-c2nc3c(c(SCC(=O)Nc4cccc(C)c4C)n2)Cc2c(CO)cnc(C)c2O3)c1 | 0% | 3% | -3% | 3% | -4% | 0% | 1%
Cn1c(=O)c2c(-c3ccccc3Cl)n(Cc3ccc(Cl)cc3)cc2n(C)c1=O | 22% | 1% | -1% | 2% | 2% | 5% | 2%
Cc1ccc(-n2ncc3c(N4CCC(Cc5ccccc5)CC4)ncnc32)cc1C | 21% | -2% | 3% | -7% | 1% | 0% | -12%
O=C(Nc1ccc(F)c(F)c1)c1ccc(F)c(S(=O)(=O)N2CCC3(CC2)OCCO3)c1 | 12% | -5% | 13% | 0% | 26% | 4% | -9%
COC(=O)c1cc2oc3ccccc3c2n1Cc1ccc(C)cc1 | -11% | -4% | 2% | -2% | -1% | 0% | -4%
CC(C)(C)OC(=O)N1CCC(c2c(C(=O)NCCc3ccsc3)cnn2-c2ccc(F)cc2F)CC1 | -5% | -7% | 10% | -3% | 7% | 0% | -8%
Cc1ccc2c(CC(=O)Nc3ccc(S(=O)(=O)N4CCCCC4)cc3)coc2c1 | 21% | -3% | -11% | 0% | 10% | 1% | -20%
Cc1ccc(-n2ncc(C(=O)NCCCN3CCN(C)CC3)c2C2CCN(C(=O)OC(C)(C)C)CC2)c(C)c1 | -18% | -3% | -1% | 0% | 10% | -1% | -1%
COc1cc(NC(=O)N(Cc2ccco2)C2CCN(C(C)=O)CC2)cc(OC)c1OC | -16% | 0% | -4% | 0% | -5% | -1% | -28%
CC(C)c1ccc(NC(=O)CN2C(=O)c3cccc4cccc2c34)cc1 | 13% | -5% | 3% | -1% | -1% | 1% | 2%
CCN1CCN(C(=O)Cn2ncc3c4ccccc4n(Cc4ccccc4F)c3c2=O)CC1 | ? | -4% | 9% | -4% | 6% | -3% | -3%
Cc1nc(-n2nc(C)c(Cc3ccc4c(c3)OCO4)c2C)sc1C(=O)Nc1ccc(Cl)cc1 | -4% | 3% | 6% | 2% | -3% | -5% | -6%
CC1Cc2cc(S(=O)(=O)CCC(=O)Nc3cccc(F)c3)ccc2N1C(=O)C1CC1 (stereo unspecified) | 7% | 1% | . | 2% | 4% | -1% | .
CC(CCc1ccccc1)NC(=O)CSc1n[nH]c(-c2ccccc2Cl)n1 (stereo unspecified) | 10% | 1% | 16% | 0% | 12% | 1% | -8%
CCOc1cc(C2C(C(=O)Nc3ccc(OC)cc3)=C(C)Nc3nc(SC)nn32)ccc1O (stereo unspecified) | -8% | 3% | -11% | 6% | 5% | 0% | -9%
COc1cc(OC)c(NC(=O)CC(C)S(=O)(=O)c2ccc3c(c2)NC(=O)CO3)cc1Cl (stereo unspecified) | -20% | 0% | 9% | 3% | -10% | 0% | -5%
